High-throughput results (PubChem)
OX1R antag: antagonists of human orexin 1 receptor (OX1R). inhibition, % at 6.6 µM. AID 485270. OX1R-expressing cells, FRET antagonist read-out. 1.8% of 330,000 active; in the data active = inhibition mostly above about 38%, no sharp cut-off; inactive = mostly below about 40%;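 note: 0% = agonist challenge alone and 100% = reference antagonist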
Target sequence (O43613 whole entry, looked up): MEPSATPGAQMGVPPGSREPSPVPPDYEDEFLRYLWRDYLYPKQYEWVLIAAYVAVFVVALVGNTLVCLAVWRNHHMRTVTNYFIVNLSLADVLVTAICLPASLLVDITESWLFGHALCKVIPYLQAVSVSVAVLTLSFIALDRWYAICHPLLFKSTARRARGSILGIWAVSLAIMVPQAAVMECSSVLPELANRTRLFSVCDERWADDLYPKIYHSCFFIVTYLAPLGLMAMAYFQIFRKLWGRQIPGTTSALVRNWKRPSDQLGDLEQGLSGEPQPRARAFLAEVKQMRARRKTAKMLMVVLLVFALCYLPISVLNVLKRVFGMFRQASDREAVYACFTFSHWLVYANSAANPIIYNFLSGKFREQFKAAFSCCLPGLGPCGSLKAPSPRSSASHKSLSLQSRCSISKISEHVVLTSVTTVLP
STK33 inh: human STK33 kinase inhibition; inhibition, % at 10 µM; purified STK33, MBP phosphorylation, ADP-Glo luminescence; 0.073% of 320,000 active; Q9BYT3;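 active = inhibition at or above 25%, using the most active replicate where run in duplicate; inactive = inhibition below 25%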
Target sequence (Q9BYT3 whole entry, looked up): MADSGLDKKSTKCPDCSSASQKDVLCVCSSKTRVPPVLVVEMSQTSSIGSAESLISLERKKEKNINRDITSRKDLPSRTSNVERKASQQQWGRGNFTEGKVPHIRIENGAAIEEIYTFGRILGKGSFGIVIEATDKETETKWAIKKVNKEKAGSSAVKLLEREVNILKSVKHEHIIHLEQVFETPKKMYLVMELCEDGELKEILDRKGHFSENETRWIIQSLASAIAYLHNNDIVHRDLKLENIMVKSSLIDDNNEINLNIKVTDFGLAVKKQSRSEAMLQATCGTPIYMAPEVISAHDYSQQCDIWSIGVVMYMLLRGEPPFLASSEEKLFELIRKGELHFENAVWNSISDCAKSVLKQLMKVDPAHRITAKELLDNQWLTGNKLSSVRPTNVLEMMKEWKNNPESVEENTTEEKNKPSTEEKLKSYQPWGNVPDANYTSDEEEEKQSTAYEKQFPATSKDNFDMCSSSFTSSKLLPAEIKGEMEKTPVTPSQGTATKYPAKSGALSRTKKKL
Numbers without * were called inactive. Rows were taken by chance; overall some 1.8% were active at least once.

`COc1ccc(-c2cc(C(F)(F)F)n3nc(C(=O)Nc4c(C)n(C)n(-c5ccccc5)c4=O)c(Cl)c3n2)cc1` gave OX1R antag 13 and STK33 inh -1.5.
CCN1CCN(C(c2cccs2)C(C)NS(=O)(=O)c2ccccc2)CC1 (stereo unspecified) was read as OX1R antag 2 and STK33 inh 0.5.
For CC(=O)c1c(C)[nH]c(C(=O)Nc2nc(C)cs2)c1C the results were OX1R antag 13 and STK33 inh 2.3.
Screening Cc1cccc(N/C(N)=N/c2nc(CSc3ccc(Cl)cc3)cc(=O)[nH]2)c1 returned OX1R antag 13 and STK33 inh -0.1.
Screening C=C[C@H]1[C@H](OC2OC(CO)C(O)C(O)C2O)OC=C(C(=O)OC)[C@H]1C[C@H]1CC(=O)C[C@H](CC(=O)CCc2ccc(O)cc2)O1 (stereo partly specified) returned OX1R antag 6 and STK33 inh -0.7.
COc1ccc(-c2cccc(C(=O)Nc3cccc(C(=O)O)c3)c2)cc1 was read as OX1R antag -10 and STK33 inh 0.5.
`Cc1cc2nc(-c3ccc(SCC(=O)N4CCc5ccccc54)nc3)[nH]c2cc1C` gave OX1R antag 20 and STK33 inh -1.5.
`C[C@H](CO)N1C[C@H](C)[C@@H](CN(C)CC2CCCCC2)Oc2c(NS(=O)(=O)c3cn(C)cn3)cccc2C1=O` gave OX1R antag 6 and STK33 inh -1.4.
CC(C)C[C@H]1CN=C(Nc2ccccc2)N1CC1CCC(C)CC1 (stereo partly specified) was read as OX1R antag 19 and STK33 inh -0.1.
For CCn1nc(C(=O)Nc2ccc(S(=O)(=O)Nc3nccs3)cc2)c2ccccc2c1=O the results were OX1R antag 12 and STK33 inh 1.1.
`Cc1cccc(C)c1OCC(=O)Nc1cccc(S(=O)(=O)N2CCCC2)c1` gave OX1R antag 5 and STK33 inh -0.9.
CCOC(=O)c1ccc(CNC(=O)c2n[nH]c(=O)c3ccccc23)o1 was read as OX1R antag -5 and STK33 inh -1.9.
COc1ccc(NC(=O)CSCC(=O)N2CCN(c3cccc(C(F)(F)F)c3)CC2)cc1 was read as OX1R antag 9 and STK33 inh -0.4.
Screening C/C(CC(=O)Nc1ccc(Cl)c(Cl)c1)=N\NC(=O)C(=O)N1CCCCC1 returned OX1R antag 4 and STK33 inh -0.7.
Cn1c(SCc2ccccc2Cl)nc(C(F)(F)F)cc1=O was read as OX1R antag 18 and STK33 inh -1.9.
Screening O/N=C/c1ccc(OCc2ccccc2F)c(Cl)c1 returned OX1R antag 21 and STK33 inh -0.5.
Screening Cc1ccc(SCCN)cc1C returned OX1R antag 13 and STK33 inh 0.1.
Screening Oc1ccc(/C=N/NC(=S)Nc2cccnc2)c(O)c1 returned OX1R antag 26 and STK33 inh 0.5.
For Cc1ccccc1CC1(CO)CCCN(C(=O)Cc2c(F)ccc(F)c2F)C1 (stereo unspecified) the results were STK33 inh -21.
CCN(CC)CCCN1C=C2C(=O)C(C)(OC(=O)CCC(=O)OC)C(=O)C=C2C=C1C1CC1 (stereo unspecified) was read as OX1R antag 40 and STK33 inh 0.6.
`COc1ccccc1Nc1cc(C(=O)NC2CCCC2)c2ccccc2n1` gave OX1R antag 2 and STK33 inh 0.1.
`O=C(CN1CCOCC1)NCCc1ccccc1` gave OX1R antag 5 and STK33 inh -1.7.
Screening Cc1ccccc1NC(=S)N=Nc1c(O)n(C)c2ccc(S(=O)(=O)N3CCOCC3)cc12 returned OX1R antag 23 and STK33 inh -0.9.
For CCCCC(=O)Nc1ccc(NC(=S)NC(=O)c2ccco2)cc1OC the results were OX1R antag 8 and STK33 inh -0.8.
`COc1ccccc1-c1cn[nH]c1-c1ccc(OCC(=O)NN)cc1O` gave OX1R antag -5 and STK33 inh 0.7.
CC(NC(=O)c1ccccc1NS(=O)(=O)c1ccc(CCC(=O)O)cc1)c1ccccc1 (stereo unspecified) was read as OX1R antag 4 and STK33 inh -1.4.
Screening Cc1nc2ccccc2c(=O)n1NC(=O)c1cncc(Br)c1 returned OX1R antag 7 and STK33 inh -0.9.
`CS(=O)(=O)N1N=C(c2ccco2)CC1c1ccc(Cl)cc1Cl` (stereo unspecified) gave OX1R antag 33 and STK33 inh 0.9.
COc1ccc(NC(=O)CC2COc3ccccc3O2)c(OC)c1 (stereo unspecified) was read as OX1R antag 30 and STK33 inh -0.9.
CC(=O)c1ccc(NC(=O)C2CCCN(S(=O)(=O)c3ccc(-n4cnnn4)cc3)C2)cc1 (stereo unspecified) was read as OX1R antag 1 and STK33 inh -1.5.
`COCCSc1ccccc1C(=O)N1CCOCC1` gave OX1R antag -2 and STK33 inh -1.7.
Screening CCC(=O)Oc1cccc(C(=O)Nc2cccc(NC(=O)c3ccco3)c2)c1 returned OX1R antag 9 and STK33 inh 0.2.
`O=C(NCC1CCCCC1)c1cc(S(=O)(=O)N2CCCCC2)ccc1N1CCOCC1` gave OX1R antag 8 and STK33 inh -2.4.
`Cc1cccc(Sc2ccc([N+](=O)[O-])cn2)c1` gave OX1R antag 15 and STK33 inh -0.4.
`CCN(C[C@H]1N[C@@](Cc2ccccc2)(C(=O)OC)[C@H]2C(=O)N(C)C(=O)[C@@H]12)S(=O)(=O)c1ccc(-c2ccccc2)cc1` gave OX1R antag 0.
COc1ccc(CN2CCNC(=O)C2CC(=O)NCC(C)(C)N2CCOCC2)cc1C (stereo unspecified) was read as OX1R antag 10 and STK33 inh -1.8.
For Cc1ccc(-c2c[n+](CC(=O)Nc3nc(-c4ccccc4)cs3)c3n2CCC3)cc1 the results were OX1R antag 4 and STK33 inh -0.6.
O=C(Cc1ccccc1)Nc1cccc(C(=O)N/N=C/c2ccco2)c1 was read as OX1R antag 7 and STK33 inh -1.2.
O=CN1CCN(C(=O)c2ccc3c(c2)OCO3)CC1 was read as STK33 inh 0.3.
CCOc1ccc(NC(=O)NNC(=O)c2ccc(CC)s2)cc1 was read as OX1R antag 11.

The last seven records of the section above are carried over, then new ones follow:
`Cc1cccc(Sc2ccc([N+](=O)[O-])cn2)c1` gave OX1R antag 15 and STK33 inh -0.4.
`CCN(C[C@H]1N[C@@](Cc2ccccc2)(C(=O)OC)[C@H]2C(=O)N(C)C(=O)[C@@H]12)S(=O)(=O)c1ccc(-c2ccccc2)cc1` gave OX1R antag 0.
COc1ccc(CN2CCNC(=O)C2CC(=O)NCC(C)(C)N2CCOCC2)cc1C (stereo unspecified) was read as OX1R antag 10 and STK33 inh -1.8.
For Cc1ccc(-c2c[n+](CC(=O)Nc3nc(-c4ccccc4)cs3)c3n2CCC3)cc1 the results were OX1R antag 4 and STK33 inh -0.6.
O=C(Cc1ccccc1)Nc1cccc(C(=O)N/N=C/c2ccco2)c1 was read as OX1R antag 7 and STK33 inh -1.2.
O=CN1CCN(C(=O)c2ccc3c(c2)OCO3)CC1 was read as STK33 inh 0.3.
CCOc1ccc(NC(=O)NNC(=O)c2ccc(CC)s2)cc1 was read as OX1R antag 11.
Screening Oc1ccc(N=Cc2c(O)ccc3ccccc23)cc1 returned OX1R antag 54* and STK33 inh 57*.
`O=C(CNC(=O)c1ccc2ccccc2c1)Nc1ncccc1O` gave OX1R antag 19 and STK33 inh 0.4.
Screening COc1ccccc1N1CCN(C(=O)CSc2nc3ccccc3[nH]2)CC1 returned OX1R antag 18 and STK33 inh 1.8.
CCn1cnc2c1c(=O)n(CC(=O)N1CCc3ccccc31)c(=O)n2Cc1ccccc1 was read as OX1R antag 9.
Screening CN(C)c1cccc(C(=O)Nc2ccc(N3CCOCC3)cc2)c1 returned OX1R antag 11 and STK33 inh -0.9.
`c1ccc(-c2csc(N3CCOCC3)n2)cc1` gave OX1R antag 6 and STK33 inh -1.1.
For CN1CCN(CCOc2ccc(-c3ccccc3)cc2)CC1 the results were OX1R antag -5 and STK33 inh -0.6.
For CCOc1ncccc1C(=O)OCC(=O)c1cc(OC)c(OC)c(OC)c1 the results were OX1R antag 25 and STK33 inh -0.1.
CCOc1ccc(Cl)cc1S(=O)(=O)N1CCC(C(=O)NCc2ccccn2)CC1 was read as OX1R antag 7 and STK33 inh -1.5.
O=C(O)/C=C\C(=O)NNC(=O)c1cc(-c2ccccc2)n[nH]1 was read as OX1R antag 19 and STK33 inh 0.0.

3 entries picked at random from the list so far, as already listed:
O=C(O)/C=C\C(=O)NNC(=O)c1cc(-c2ccccc2)n[nH]1 was read as OX1R antag 19 and STK33 inh 0.0.
CCn1cnc2c1c(=O)n(CC(=O)N1CCc3ccccc31)c(=O)n2Cc1ccccc1 was read as OX1R antag 9.
`c1ccc(-c2csc(N3CCOCC3)n2)cc1` gave OX1R antag 6 and STK33 inh -1.1.

Continued:
Screening COc1ccccc1C1CN(c2ccc(F)cc2F)N=C1c1cccs1 (stereo unspecified) returned OX1R antag 1 and STK33 inh -2.0.
For Cc1ccc(S(=O)(=O)N2CCc3ccccc3C2CC(=O)O)cc1 (stereo unspecified) the results were OX1R antag 8 and STK33 inh 2.0.
`CC12CN3CC(C)(CN(C1)C3c1ccccc1F)C2` (stereo unspecified) gave OX1R antag 15 and STK33 inh -0.8.
CCSc1ccccc1C(=O)Nc1cccnc1 was read as OX1R antag 4 and STK33 inh -1.0.
CCn1nnnc1-c1ccc(OC)c(S(=O)(=O)Nc2ccc(C)c(C)c2)c1 was read as OX1R antag 5 and STK33 inh -2.8.
`O=C(NCC1CCCO1)c1c(O)c2cccc3c2n(c1=O)CC3` (stereo unspecified) gave OX1R antag 4 and STK33 inh 1.5.
Screening CCN1CCCC1CNS(=O)(=O)c1cccc(C(F)(F)F)c1 (stereo unspecified) returned OX1R antag 6 and STK33 inh 3.2.
Screening CCCCCC(=O)N1CC2(CC)CN(C(=O)CCCCC)CC(CC)(C1)C2=O returned OX1R antag 10 and STK33 inh 0.0.
Cc1ccc(S(=O)(=O)Nc2ccc3c(c2)C(=O)N([C@H](C)CO)C[C@H](C)[C@@H](CN(C)C(=O)Nc2ccc(C(F)(F)F)cc2)O3)cc1 was read as OX1R antag 1.
O=C(CN1C(=O)/C(=C/c2ccccc2Cl)SC1=S)NC1CCS(=O)(=O)C1 (stereo unspecified) was read as OX1R antag 32 and STK33 inh -0.2.
`Cc1oc2c(c1C(=O)c1ccccc1)C(=O)C(=O)c1ccccc1-2` gave OX1R antag active and STK33 inh 0.3.
`COc1ccc(C2SCCN2S(=O)(=O)c2ccc(F)cc2)cc1OC` (stereo unspecified) gave OX1R antag 37* and STK33 inh 1.7.
`Cc1cccc(C)c1N1CCN(c2ccc3nnc(C(F)(F)F)n3n2)CC1` gave OX1R antag 1 and STK33 inh -0.5.
CC(C)CN(C(=O)CN1CCN(S(=O)(=O)c2ccccc2)CC1)c1c(N)n(CC(C)C)c(=O)[nH]c1=O was read as OX1R antag 7.
Screening COc1ccccc1S(=O)(=O)Cc1ccc(C(=O)NCc2cccs2)o1 returned OX1R antag 9 and STK33 inh 0.5.
`Cn1c(N)c(S(=O)(=O)N2CCN(c3ccccc3)CC2)c(=O)n(C)c1=O` gave OX1R antag 6 and STK33 inh -2.3.
CC(=O)N(C(C)=O)c1cccc2c(N(C(C)=O)C(C)=O)cccc12 was read as OX1R antag 8 and STK33 inh -1.8.
CCc1ccc(NC(=O)CCc2c(C)nn(-c3ccc(N4CCOCC4)nn3)c2C)cc1 was read as OX1R antag 6 and STK33 inh -1.0.
S=C1NCN(Cc2cccnc2)CN1Cc1ccccc1 was read as OX1R antag 3 and STK33 inh 0.0.
O=C(NNC(=O)c1ccc[nH]1)Nc1cccc(C(F)(F)F)c1 was read as OX1R antag 3 and STK33 inh -0.6.
CCS(=O)(=O)N1CCN(CC(=O)NC2CCCCC2)CC1 was read as OX1R antag 23 and STK33 inh -0.2.
For CN1CCN(P(=O)(c2ccccc2)c2nc3ccccc3s2)CC1 (stereo unspecified) the results were OX1R antag 16 and STK33 inh -1.1.
For O=C(NC1CCCCCCC1)c1ccc2c(c1)OCO2 the results were OX1R antag 10 and STK33 inh -0.3.
For Cc1nn(-c2ccccc2)c(C)c1NC(=O)COc1ccc(Cl)cc1Cl the results were OX1R antag 5 and STK33 inh -0.9.
`Cc1ccc(NC(=O)Nc2ncnc3nc[nH]c23)cc1` gave OX1R antag 5 and STK33 inh -0.1.
For O=C(NC(=O)N1CCN(c2ccc([N+](=O)[O-])cn2)CC1)c1c(Cl)cccc1Cl the results were OX1R antag 1 and STK33 inh -0.7.
Screening O=C(CSc1nnc(-c2ccccc2)o1)NC(=O)Cc1ccccc1 returned OX1R antag 6 and STK33 inh -1.0.
C[C@H]1CCC(=O)N([C@H](CSc2ccc(Br)cc2)Cc2ccccc2)CC1 was read as OX1R antag 11 and STK33 inh 0.3.
`Cc1ccc(-n2ncc3c(=O)n(CC(=O)N4CCN(C(=O)c5ccco5)CC4)cnc32)cc1` gave OX1R antag 2 and STK33 inh -1.5.
COCCNC(=O)c1ccccc1-c1nc(-c2ccccc2Cl)no1 was read as OX1R antag 8 and STK33 inh 0.0.

Molecules from the list above that have bromine (2):
Screening Cc1nc2ccccc2c(=O)n1NC(=O)c1cncc(Br)c1 returned OX1R antag 7 and STK33 inh -0.9.
C[C@H]1CCC(=O)N([C@H](CSc2ccc(Br)cc2)Cc2ccccc2)CC1 was read as OX1R antag 11 and STK33 inh 0.3.

Returning to the listing with the 2 entries that preceded the break.
`Cc1ccc(-n2ncc3c(=O)n(CC(=O)N4CCN(C(=O)c5ccco5)CC4)cnc32)cc1` gave OX1R antag 2 and STK33 inh -1.5.
COCCNC(=O)c1ccccc1-c1nc(-c2ccccc2Cl)no1 was read as OX1R antag 8 and STK33 inh 0.0.
Screening COc1cc2c(cc1OC)C(c1cccs1)N(C(=O)c1ccncc1)CC2 (stereo unspecified) returned OX1R antag 13 and STK33 inh -0.7.
NC(=O)C(C(=O)/C=C/c1ccc(Cl)cc1)=C1SCCS1 was read as OX1R antag 11 and STK33 inh -1.5.
For Cc1ccc(NC(=O)/C=C/c2ccc([N+](=O)[O-])s2)cc1 the results were OX1R antag 16 and STK33 inh -1.4.
`CCNc1cc2n(c(=O)n1)CCc1cc(OC)c(OC)cc1-2` gave OX1R antag -2 and STK33 inh 1.8.
Screening COc1cc(CNc2ccc(N3CCCC3)cc2)cc(Cl)c1OC returned OX1R antag 27 and STK33 inh 0.6.
O=c1c(-c2nc3ccccc3s2)cccn1Cc1ccc(Cl)c(Cl)c1 was read as OX1R antag 21 and STK33 inh -1.3.
